Screening data from PubChem.
Tb PFK block: qHTS Assay to Find Inhibitors of T. brucei phosphofructokinase; ATP-dependent 6-phosphofructokinase (Trypanosoma brucei brucei), O15648; T. brucei PFK, ADP-Glo luminescence; Potency, µM (titrated, usually from 57.5 µM), without a hit: top-dose activity, negative = inhibition, usual class: inhibitors; 330,000 tested, 0.17% active; AID 485367, 2010;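 further: potency means the concentration at half of the fitted maximal effect; 0% = uninhibited 1x PFK enzyme wells and -100% = no-enzyme wells; nearly all actives have a fitted effect of over 60% in size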
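1.25 nM PFK with 0.5 mM F6P and 0.1 mM ATP in 0.1 M TEA pH 8.0, 5 mM MgCl2, incubated 45 min at room temperature; ADP measured by ADP-Glo luminescence; compounds titrated up to 57 uM.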
Giardia kill: Small Molecules that selectively kill Giardia lamblia: qHTS; Giardia lamblia trophozoite viability; 340,000 tested, 0.15% active; activity change, % at 7.66 µM, hits read low; in the data active means activity change below about -80%; inconclusive means between about -30% and that limit;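 further: parasites exposed to compound for two days anaerobically before the ATP read; on the % scale 0 is the no-effect control and ±100 the full control effect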
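Each well holds 100 Giardia trophozoites and compound. After two days (48 hrs) at 37 deg C in anaerobic conditions, ATP is quantified by luminescence.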
Integrin act MD: qHTS for Activators of Integrin-Mediated Alleviation for Muscular Dystrophy. alpha7betagal myoblasts, beta-gal FDG fluorescence, 48 h. Potency, µM (titrated, usually from 38.3 µM), inactives show at the highest dose activation, most hits filed as activators. 350,000 tested, 0.064% active. AID 624291, 2012;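 further: potency means the concentration at half of the fitted maximal effect; 100% = response of the positive control SU9516; nearly all actives have a fitted effect of over 60% in size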
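alpha7betagal+/- myoblasts (passage 13, 250/well) treated 48 h at 37C with compounds at 1:260 dilution of DMSO stock. Lysed, then beta-galactosidase activity read as FDG fluorescence (ex 480/em 540) after 30 min, with pre-read for autofluorescence.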
BCR signal inh: qHTS Assay to Find Inhibitors of Chronic Active B-Cell Receptor Signaling; ABC-DLBCL IkBa-CBG/CBR reporter, luminescence ratio, 4 h; Potency, µM (doses to about 46.1 µM), for inactives: top-dose ratio change, negative = lower green/red ratio, actives largely listed as inhibitors; 340,000 tested, 0.05% active; AID 493014, 2011; active means well fitted inhibition curve with a large enough effect in the signal ratio, with a control signal flat, not every such curve was filed as active; inconclusive means small, poorly fitted or top-dose-only effect, or effect the other way, or a change in a side signal; the % refers to the signal ratio;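 further: potency means the concentration at half of the fitted maximal effect; plate controls were basal doxycycline-induced cells for no effect and cells given 10 µM MG132 for full effect; MG132 reads +100%, hits lower the ratio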
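Compounds up to 46 uM were incubated four hours with TMD8 cells whose green CBG68 luciferase is fused to IkappaBalpha; red CBR luminescence normalised the signal, and concentration-effect curves were fitted to fusion, red and ratio data.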
PKM2 act: qHTS Assay for Activators of Human Muscle isoform 2 Pyruvate Kinase; purified PKM2, Kinase-Glo ATP luminescence, activation; response scale: 0% is enzyme alone, no compound; Pyruvate kinase PKM (Homo sapiens), P14618; Potency, µM (series often up to 57.5 µM), inactives show at the top dose activation, actives largely listed as activators; 260,000 tested, 0.34% active; further: potency means the concentration at half of the fitted maximal effect; on the % scale 0 is the no-effect control and ±100 the full control effect; nearly all actives have a fitted effect of over 55% in size
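ATP formation by purified human PK-M2, quantified via coupled luciferase luminescence after 1 h at room temperature with 0.1 mM ADP and 0.5 mM PEP final.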
B2AR arrestin: qHTS assay of beta-arrestin-biased ligands of beta2-adrenergic receptor | Beta-2 adrenergic receptor (Homo sapiens), P07550 | beta-arrestin recruitment to beta2AR, cell-based reporter | Potency, µM (doses to about 46.1 µM), inactives show top-dose activation, most hits filed as activators | 330,000 tested, 0.02% active | AID 492947, 2010;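 further: potency means the concentration at half of the fitted maximal effect; 0% = DMSO controls and full agonism = EC100 isoproterenol or metaproterenol; nearly all actives have a fitted effect of over 65% in size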
Target sequence (P07550 whole entry, looked up): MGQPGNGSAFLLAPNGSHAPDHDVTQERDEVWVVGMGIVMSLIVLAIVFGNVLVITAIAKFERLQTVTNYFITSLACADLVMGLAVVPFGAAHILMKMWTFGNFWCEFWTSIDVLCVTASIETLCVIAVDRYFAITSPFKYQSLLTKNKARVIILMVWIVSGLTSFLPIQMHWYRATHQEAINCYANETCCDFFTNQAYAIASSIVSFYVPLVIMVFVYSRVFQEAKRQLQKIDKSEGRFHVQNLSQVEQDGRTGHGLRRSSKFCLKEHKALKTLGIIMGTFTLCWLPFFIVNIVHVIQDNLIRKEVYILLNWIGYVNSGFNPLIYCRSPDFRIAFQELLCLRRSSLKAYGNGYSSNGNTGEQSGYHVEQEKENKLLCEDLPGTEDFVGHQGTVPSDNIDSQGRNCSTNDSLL
PTAP TSG101 blk: qHTS Assay for Iinhibitors of HIV-1 Budding by Blocking the Interaction of PTAP/TSG101; Tumor susceptibility gene 101 protein (Homo sapiens), Q99816; Fluorescence polarization, FITC-PTAP peptide / Tsg101 binding; Potency, µM (doses to about 115 µM), for inactives: top-dose activity change, negative = inhibition, most hits filed as inhibitors; 340,000 tested, under 10 active; active means well fitted inhibition curve with a large enough effect in the main read-out, with a control signal flat, not every such curve was filed as active; inconclusive means small, poorly fitted or top-dose-only effect, or effect the other way, or a change in a side signal; inactive means no such curve, though single readings can be large or run the other way; further: potency means the concentration at half of the fitted maximal effect; % of control where 0% means no effect
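Steps: Tsg101 binding domain dispensed (10 uM final), compounds pinned in DMSO, FITC-labeled PTAP-motif peptide added (50 nM final); after 20 min binding at room temperature, polarization measured.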
S-ASM inh: Inhibitors of Secretory Acid Sphingomyelinase (S-ASM): qHTS | Sphingomyelin phosphodiesterase (Homo sapiens), P17405 | Potency, µM (doses to about 57.5 µM), inactives show at the highest dose activity change, negative = inhibition, actives largely listed as inhibitors | 340,000 tested, 0.006% active | placental ASM, HMU-PC fluorogenic substrate, 60 min; further: potency means the concentration at half of the fitted maximal effect
Target sequence (P17405 47-631 limits assumed): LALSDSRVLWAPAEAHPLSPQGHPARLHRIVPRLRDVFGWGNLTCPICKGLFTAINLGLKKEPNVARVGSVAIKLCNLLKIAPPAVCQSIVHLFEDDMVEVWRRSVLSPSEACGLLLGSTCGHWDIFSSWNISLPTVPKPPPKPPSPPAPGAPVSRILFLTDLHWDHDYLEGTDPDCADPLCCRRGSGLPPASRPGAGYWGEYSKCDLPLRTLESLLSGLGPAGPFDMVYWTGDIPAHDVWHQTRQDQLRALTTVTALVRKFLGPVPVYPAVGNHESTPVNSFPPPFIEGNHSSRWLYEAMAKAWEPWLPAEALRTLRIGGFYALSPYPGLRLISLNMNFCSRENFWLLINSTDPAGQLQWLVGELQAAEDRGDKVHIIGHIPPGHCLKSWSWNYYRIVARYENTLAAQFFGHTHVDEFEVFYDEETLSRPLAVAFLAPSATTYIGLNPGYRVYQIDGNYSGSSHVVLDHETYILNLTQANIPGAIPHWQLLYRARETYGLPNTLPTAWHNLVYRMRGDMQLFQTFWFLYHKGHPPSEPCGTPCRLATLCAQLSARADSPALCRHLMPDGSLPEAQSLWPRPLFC
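Human placenta-derived ASM enzyme was preincubated with compound for 10 minutes at room temperature, then given fluorogenic substrate HMU-PC0 (9 uM final) for 60 minutes at 37 °C; a pH 10 stop preceded fluorescence reading at Ex 386/Em 447 nm.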
Menin-MLL TR inh: qHTS Assay for Inhibitors Targeting the Menin-MLL Interaction in MLL Related Leukemias: Competition With Texas Red Labeled MLL-derived Mutant Peptide. AID 1768, 2009. Potency, µM (top dose mostly 61.6 µM), for the others: top-dose FP activity change, negative = inhibition, actives largely listed as inhibitors. 270,000 tested, 0.23% active. Menin + Texas Red MLL mutant peptide, fluorescence polarization; active means well fitted inhibition curve with a large enough effect in the polarisation, with a control signal flat, not every such curve was filed as active; inconclusive means small, poorly fitted or top-dose-only effect, or effect the other way, or a change in a side signal; inactive means no such curve, though single readings can be large or run the other way; the % refers to the polarisation; further: potency means the concentration at half of the fitted maximal effect; % of control where 0% means no effect; many of its hits are not listed in these tables
FBPA coupling cs: qHTS Assay for Inhibitors of Fructose-1,6-bisphosphate Aldolase from Giardia Lamblia: Coupling assay counterscreen | coupling enzyme system counterscreen, AmpLite Red fluorescence | activity change, negative = inhibition, % at 58.2 µM, hits read low | 290,000 tested, 0.67% active | AID 2472, 2010; in the data active means activity change below about -30%; further: on the % scale 0 is the no-effect control and ±100 the full control effect
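First, compound is pin-transferred into glyceraldehyde-3-phosphate coupling-enzyme reagent at 57.5 uM final and held 10 min at RT. Next, substrate, coupling system and AmpLite Red are added. After 20 min RT, fluorescence (525/598 nm) is read.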
GALK inh: qHTS Assay for Inhibitors of Human Galactokinase (GALK); Purified GALK, Kinase-Glo residual ATP luminescence; Potency, µM (top dose mostly 57.5 µM), inactives show at the top dose activity change, negative = inhibition, most hits filed as inhibitors; 270,000 tested, 0.007% active; further: potency means the concentration at half of the fitted maximal effect; on the % scale 0 is the no-effect control and ±100 the full control effect
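Human GALK (5 nM) with 35 uM ATP and 100 uM galactose in 20 mM HEPES pH 8.0, 5 mM MgCl2, 60 mM NaCl, 1 mM DTT, 0.01% BSA. After 1 h at room temperature, leftover ATP was read by Kinase-Glo Plus luminescence.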
An asterisk follows results filed as active; ? = inconclusive; nt = no result given; [ ] = remark or other dose. Unless noted, the call rests on the fitted dose curve; in most records, active means well fitted curve in the direction sought with a large enough effect; inconclusive means small, poorly fitted or top-dose-only effect, or another doubt; inactive means no such curve, though single readings can be large; an effect the other way counts as inactive or inconclusive. The list is partial, so the mix of outcomes need not match the whole.

Each structure is followed by: Tb PFK block | Giardia kill | Integrin act MD | BCR signal inh | PKM2 act | B2AR arrestin | PTAP TSG101 blk | S-ASM inh | Menin-MLL TR inh | FBPA coupling cs | GALK inh
CCC(=NCCc1c(C)[nH]c2ccc(OC(F)(F)F)cc12)C1=C(O)CC(c2ccccc2)CC1=O (stereo not given)
    -4% | -9 | -63%[inhibitor] | -27% | 2% | -0.4% | 0% | -20% | 3% | -2 | 2%
CN(C)S(=O)(=O)c1ccc(C(=O)Nc2ccc(Cl)cc2)cc1
    0% | -16 | -21% | 8% | -2% | 0.1% | 1% | -4% | -2%[11.7 µM] | -2 | 2%
O=S1CC/C(=N\O)c2ccccc21 (stereo not given)
    -4% | -4 | 36% | -6% | 2% | -0.1% | 0% | -3% | 11% | 1 | 1%
Cc1cccc(C)c1NC(=O)COC(=O)c1cccc2c1C(=O)c1ccccc1C2=O
    5% | -1 | 0% | -9% | -1% | -0.2% | -5% | ? | -7% | -14 | 1%
CC(C)(C)N(CC#CCC1(O)c2ccccc2-c2ccccc21)CCO
    -3% | 9 | 10% | -5% | 1% | 0.2% | 1% | 2% | -10% | 0 | 6%
Cc1cc(=O)c(C(=O)O)nn1-c1ccccc1Cl
    0% | -10 | -1% | -16% | -1% | 0.0% | 0% | 3% | 1% | 0 | -7%
CCCCN(Cc1ccccc1)C1CCN(Cc2ccccc2)CC1
    1% | -10 | -40% | 3% | -1% | -0.6% | 1% | 0% | -5% | 0 | 3%
O=C1C(Nc2ccc(O)cc2)=C/C(=N/S(=O)(=O)c2cccs2)c2ccccc21
    -8% | 0 | -66%[inhibitor] | ? | -26% | -0.2% | -12% | ? | ? | -37* | -18%
COc1ccc(/C=C/C(=O)Nc2cccnc2Cl)cc1
    -16% | -20 | 20% | ? | nt | -0.2% | -3% | 2% | 3% | -1 | 1%
Cc1ccc(S(=O)(=O)N2CCOC23CCN(C(=O)c2cc(Cl)ccc2Cl)CC3)cc1
    -2% | -19 | 2% | 10% | nt | -0.1% | -5% | 5% | 0% | 0 | 0%
O=S(=O)(c1ccccc1Cl)N1CCCC1c1nc(-c2ccccc2Cl)no1 (stereo not given)
    2% | 7 | -39% | 3% | 2% | -0.8% | -8% | -4% | 23% | -1 | -1%
COc1ccc2ncc(S(=O)(=O)c3ccccc3)c(N3CCC4(CC3)OCCO4)c2c1
    0% | -16 | 10% | ? | -3% | -0.1% | -2% | -1% | 5% | 6 | -2%
CC(NC(=O)Cn1nc(C(=O)O)c2ccccc2c1=O)c1ccccc1 (stereo not given)
    -1% | 10 | 23% | 3% | -18% | -0.8% | -1% | 4% | 0% | 0 | 0%
CC1CC(CC(C)C(=O)NC(=S)Nc2ccc(S(N)(=O)=O)cc2)C(=O)O1 (stereo not given)
    3% | 14 | 13% | 1% | -2% | 0.6% | -2% | 2% | 3% | 0 | 0%
Cc1c(Cl)c([N+](=O)[O-])nn1CC(=O)NCC1CCCO1 (stereo not given)
    -2% | 4 | ? | 3% | 0% | 0.3% | -2% | -1% | 3% | -1 | -1%
COCCSc1nnc(NC(=O)COC)s1
    1% | -9 | 10%[7.66 µM] | -5% | 3% | -0.2% | -1% | 1% | -3% | -1 | -1%
Nc1c2c(nc3ccc(Br)cc13)N(c1ccccc1)CC2
    5% | 6 | 39% | 22% | -11% | -0.2% | -3% | 0% | ? | -12 | -3%
c1ccc(CSc2nnc(-c3ccco3)n2Cc2ccco2)cc1
    -12% | 5 | 2% | ? | -7% | 3.6% | -2% | -1% | -3% | -4 | 1%
CC(c1nccs1)N(C)c1nc2nonc2nc1N(C)C (stereo not given)
    -13% | 2 | -21% | 0% | -8% | -0.2% | -4% | -1% | -3% | 2 | 5%
Cc1ccc(N2C(=O)[C@@H]3C(C(=O)C(c4ccccc4)c4ccccc4)=NN[C@@H]3C2=O)cc1
    5% | 5 | 35% | 20% | 1% | -0.5% | -1% | -3% | -19% | 0 | 0%
Cc1nnnn1/C(=C\c1ccccc1)C(=O)OCC(=O)Nc1ccc(Cl)cc1F
    -4% | 5 | -12% | ? | nt | ? | -3% | nt | nt | nt | nt
Clc1cccc2c1Sc1ccccc1CC2N1CCNCC1 (stereo not given)
    -1% | -15 | -43% | 4% | -2% | -0.7% | -4% | -9% | -6% | -1 | 0%
C=CCNC(=S)NNC(=O)Cn1c(-c2ccccc2)cc(=O)n2ncnc12
    3% | -2 | 33% | -17% | 3% | -0.1% | 0% | 0% | nt | 1 | 0%
COc1cccc(C(=O)c2cc3cc(Cl)ccc3[nH]2)c1
    1% | 4 | 0% | ? | -3% | 0.1% | -1% | -3% | ? | -1 | -5%
O=C(CN1CCN(Cc2ccc(Cl)cc2)CC1)N/N=C/c1c[nH]c2ccccc12
    6% | 5 | -1% | ? | 2% | -1.9% | -4% | -5% | -10% | 1 | 1%
CN(CCCC1CCCC1)C(=O)CC1C(=O)NCCN1Cc1cccc(F)c1F (stereo not given)
    1% | -7 | -42% | -1% | -5% | -0.6% | -5% | nt | nt | nt | 4%
COc1ccc(-c2c(C#N)c(N)nc(Sc3ccc(Cl)cc3)c2C#N)cc1
    -21% | 41[activator] | -19% | -3% | -1% | -0.3% | 9% | 0% | nt | -1 | -2%
O=C(Cc1n[nH]c(=O)c2ccccc12)N1CCN(S(=O)(=O)c2ccc(F)c(Cl)c2)CC1
    1% | -5 | 16% | 3% | nt | -0.2% | -2% | 0% | nt | nt | nt
CN(CCCCCC(=O)/C=N/O)Cc1ccccc1
    -4% | -4 | 1% | 5% | 2% | 1.8% | 1% | 1% | -8% | 1 | -2%
Cc1ccsc1CN(C)C(=O)CN1C(=O)NC(c2ccccc2)(c2ccccc2)C1=O
    0% | -25 | -17% | 0% | nt | -0.4% | 1% | -2% | nt | nt | nt
O=S(=O)(Nc1ccc(Br)cc1)c1cccc2nonc12
    3% | -9 | 21% | 12% | 0% | 0.1% | 1% | -2% | nt | nt | -7%
CCOC(=O)Nc1ccc2c(c1)N(C(=O)CN1CCN(C)CC1)c1ccccc1CC2
    6% | -4 | -24% | 0% | 0% | -0.3% | -4% | 2% | -19% | 3 | -2%
CN(C)S(=O)(=O)c1ccc(SCC(=O)N2CC(=O)Nc3ccccc32)nc1
    -2% | 6 | -9% | 3% | nt | -0.5% | 0% | 0% | nt | nt | nt
COc1ccc(/C=C2\SC(c3ccc(C)cc3)=NC2=O)cc1OC
    -9% | 12 | -4% | ? | 5% | -0.9% | ? | -14% | -13% | -1 | -2%
Cc1ccc(NC(=S)N2CCC(c3ccccc3)C2)c(Cl)c1 (stereo not given)
    -3% | -23 | -33%[inhibitor] | ? | -4% | -1.1% | -2% | -3% | 3% | 0 | -1%
CC1(C)Cc2ccccc2C(=O)N1
    -2% | -2 | 12% | -1% | 3% | 3.1% | -3% | 1% | -5% | 2 | 5%
Cc1nn(C)c(C(=O)NNC(=S)NCc2ccco2)c1Cl
    21% | 6 | 0% | ? | -1% | 0.4% | -10% | 0% | 7% | 1 | 1%
CN1C(=O)C(C)(C)c2cc(S(=O)(=O)N3CCCC(C(=O)NCc4ccccc4Cl)C3)ccc21 (stereo not given)
    -11% | -3 | -27% | 10% | 4% | -0.5% | -4% | 10% | 22% | -1 | nt
CCCC[C@@H]1C=C(C(=O)O)[C@H](c2ccc(Cl)c(Cl)c2)N1S(=O)(=O)c1ccc(C)cc1
    -10% | -13 | 23% | ? | nt | -0.5% | -7% | 13% | nt | nt | nt
CCC(CC)NC(=O)CN1CCN(S(=O)(=O)c2ccc(Br)s2)CC1
    -2% | -14 | -4% | -6% | nt | -0.1% | 1% | -2% | nt | nt | nt
COc1ccccc1-n1c(SCc2cc(=O)oc3cc(O)ccc23)nc2ccccc2c1=O
    -4% | -6 | 7% | ? | 4% | 12% | -1% | 73%[activator] | ? | 1 | -1%
